# GLS inhibitor = glutaminase GLS (human) inhibition. GLS enzymatic activity, qHTS titration. actives 0.21% (n = 410,000). O94925. Potency, µM (top dose mostly 45.5 µM), for inactives: top-dose activity change, negative = inhibition, hits mostly inhibitors; further: potency means the concentration at half of the fitted maximal effect; on the % scale 0 is the no-effect control and ±100 the full control effect
#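 Assay buffer: 45 mM KH2PO4 pH 8.2, 0.02% Tween-20. hKGA acts on L-glutamine (1 mM solution added); product glutamate is reported by an oxidase/peroxidase Amplex Red coupling, with fluorescence taken at baseline and 30 min.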
# G9a inh = blocks human histone lysine methyltransferase G9a. Q96KQ7. G9a H3K9 monomethylation, AlphaScreen, 2 h. Potency, µM (series often up to 102 µM), inactives show at the top dose activity, negative = inhibition, usual class: inhibitors. actives 8.8% (n = 350,000); further: potency means the concentration at half of the fitted maximal effect; on the % scale 0 is the no-effect control and ±100 the full control effect; nearly all actives have a fitted effect of over 75% in size
# Target sequence (Q96KQ7 913-1193 limits assumed): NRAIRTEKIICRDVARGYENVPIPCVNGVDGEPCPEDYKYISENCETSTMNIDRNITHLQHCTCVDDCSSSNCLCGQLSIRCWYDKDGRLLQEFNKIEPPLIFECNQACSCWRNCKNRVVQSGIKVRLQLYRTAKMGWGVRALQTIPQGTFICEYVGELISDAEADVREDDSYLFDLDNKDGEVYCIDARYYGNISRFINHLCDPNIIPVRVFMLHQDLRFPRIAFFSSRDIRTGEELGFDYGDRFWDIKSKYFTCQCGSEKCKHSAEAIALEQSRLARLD
#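 Readings reflect AlphaScreen signal from monomethyl-H3K9 antibody detection. HMT at 20 nM; substrate b-H3K9 500 nM; cofactor SAM 20 uM; 2 h RT reaction; compounds tested as titrations in qHTS with 15 min preincubation.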
# RGS4 inh = blocks human RGS4-accelerated GTP hydrolysis | P49798 | Transcreener GDP fluorescence polarization, RGS4-accelerated GTP hydrolysis | Potency, µM (highest dose often 114 µM), without a hit: top-dose activity change, negative = inhibition, actives largely listed as inhibitors | actives 0.039% (n = 390,000) | AID 504845; further: potency means the concentration at half of the fitted maximal effect; on the % scale 0 is the no-effect control and ±100 the full control effect; nearly all actives have a fitted effect of over 75% in size; some results filed as inactive show a strong effect at the top dose
#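 MLSMR compounds (23 nl, pin-transferred) preincubated 10 min at room temperature with a 500nM (2x) first reagent, then RGS4 at 900nM (2x) plus Transcreener GDP mix added; fluorescence polarization (620/688 nm) read before and after 90 min at 30 °C.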
# BAZ2B block = BAZ2B (human) inhibition | Q9UIF8 | AlphaScreen BAZ2B-H3K14Ac peptide displacement | Potency, µM (series often up to 114 µM), for inactives: at the highest dose activity change, negative = inhibition, usual class: inhibitors | actives 4.4% (n = 360,000) | AID 504333; further: potency means the concentration at half of the fitted maximal effect; on the % scale 0 is the no-effect control and ±100 the full control effect; nearly all actives have a fitted effect of over 60% in size
#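 BAZ2B (50 nM) with biotin-H3(5-23)K14Ac peptide (50 nM) in PBS pH 7.4, 0.01% Tween-20, preformed 30 min, then compound 30 min at room temperature; top concentration 110uM. AlphaScreen streptavidin donor/nickel chelate acceptor beads (10 ug/mL final), 20 min dark, signal read.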
# 12-LOX inh = ALOX12 (human) lipoxygenase inhibition; P18054; purified 12hLO, xylenol orange hydroperoxide absorbance; Potency, µM (titrated, usually from 108 µM), inactives show top-dose activity change, negative = inhibition, hits mostly inhibitors; actives 1.1% (n = 580,000); further: potency means the concentration at half of the fitted maximal effect; on the % scale 0 is the no-effect control and ±100 the full control effect
#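 Purified human 12hLO at 150 nM in 25 mM Hepes, 0.01% Triton X-100, pH 7.0, preincubated 15 min at room temperature with compound. Reaction started with 40 uM arachidonic acid, 30 min at room temperature. Hydroperoxide measured by Fe-xylenol orange, 573/405 nm absorbance ratio.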
# PI4K2A inh = PI4K2A (human) kinase inhibition | Q9BTU6 | purified PI4K2A, ADP-Glo luminescence, 1 h; stronger effect = lower value | activity change, negative = inhibition, % at 76.9 µM | actives 0.13% (n = 420,000); in the data active means activity change below about -50%; inconclusive means mostly about -30% to -49%;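 further: -100% = wells without enzyme as full effect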
# Target sequence (Q9BTU6 whole entry, looked up): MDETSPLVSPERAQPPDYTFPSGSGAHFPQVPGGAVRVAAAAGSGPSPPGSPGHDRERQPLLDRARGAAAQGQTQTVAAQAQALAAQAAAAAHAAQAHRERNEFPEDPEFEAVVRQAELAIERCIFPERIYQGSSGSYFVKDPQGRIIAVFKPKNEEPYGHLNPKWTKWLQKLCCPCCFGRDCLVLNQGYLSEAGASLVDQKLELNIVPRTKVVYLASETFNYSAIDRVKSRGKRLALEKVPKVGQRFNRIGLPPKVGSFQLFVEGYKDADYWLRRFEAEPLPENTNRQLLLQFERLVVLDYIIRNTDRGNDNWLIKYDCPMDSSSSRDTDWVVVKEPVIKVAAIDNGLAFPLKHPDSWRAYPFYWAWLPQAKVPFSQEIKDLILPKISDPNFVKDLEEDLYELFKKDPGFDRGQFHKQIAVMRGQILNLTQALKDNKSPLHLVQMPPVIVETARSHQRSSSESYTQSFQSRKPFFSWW
#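 In this quantitative HTS, ADP production by PI4K2A was quantified luminescently after 1 h at ambient temperature; 100 microM adenosine served as plate-quality control.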
# JMJD2A Tudor = inhibitors of human JMJD2A Tudor domain; O75164; AlphaScreen JMJD2A-Tudor / H3K4me3 peptide binding; Potency, µM (series often up to 114 µM), inactives show at the highest dose activity change, negative = inhibition, usual class: inhibitors; actives 4.4% (n = 390,000); further: potency means the concentration at half of the fitted maximal effect; on the % scale 0 is the no-effect control and ±100 the full control effect; nearly all actives have a fitted effect of over 50% in size
# HP1b chromo inh = HP1-beta chromodomain-methylated histone interaction inhibition; P83916; AlphaScreen HP1-beta / biotin-H3K9me3 peptide binding; Potency, µM (series often up to 114 µM), for inactives: at the highest dose activity change, negative = inhibition, actives largely listed as inhibitors; actives 0.56% (n = 390,000); AID 540317; further: potency means the concentration at half of the fitted maximal effect; nearly all actives have a fitted effect of over 70% in size; inactives centre near 23
# Target sequence (P83916 whole entry, looked up): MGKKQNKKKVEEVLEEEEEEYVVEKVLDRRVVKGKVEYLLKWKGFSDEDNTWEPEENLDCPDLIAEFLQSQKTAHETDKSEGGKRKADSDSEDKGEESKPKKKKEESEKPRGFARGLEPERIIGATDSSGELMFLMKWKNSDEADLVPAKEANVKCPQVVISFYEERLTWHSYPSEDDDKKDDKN
#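 AlphaScreen: HP1-beta (50 nM) preformed 30 min with biotin-H3(1-18)K9me3 peptide (50 nM) in PBS pH 7.4, 0.01% Tween-20. Compound added for 30 min at RT, then streptavidin donor/nickel chelate acceptor beads (10 ug/mL) for 30 min.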
# ERG-DNA inh = inhibitors of human ERG Ets domain-DNA interaction | Potency, µM (titrated, usually from 76.9 µM), inactives show at the highest dose FP activity, negative = inhibition, usual class: inhibitors | fluorescence polarization, His-ERG Ets domain / labelled DNA | actives 0.028% (n = 370,000); active means well fitted inhibition curve with a large enough effect in the polarisation, with a control signal flat; inconclusive means small, poorly fitted or top-dose-only effect, or effect the other way, or a change in a side signal; inactive means no such curve, though single readings can be large or run the other way; the % refers to the polarisation;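 further: polarization taken with two DNA probes labelled with fluorescein and Texas red; potency means the concentration at half of the fitted maximal effect; % of control where 0% means no effect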
#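 His-tagged ERG Ets domain (1 uM in the protein solution; 300mM KCl, 50mM Tris-HCl, 1mM EDTA, 1mM DTT, pH 7.5) received compound, then a probe mix of 5 nM fluorescein-DNA and 100nM Texas-615-DNA. Fluorescence polarization was read for both dyes.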
# Starred values were filed as active, the others as inactive; u = inconclusive; x = no result given; & = joins results of further samples; ! = not active in a repeat; [ ] = another dose, or the depositor's remark. Unless noted, the call rests on the fitted dose curve; in most records, active means well fitted curve in the direction sought with a large enough effect; inconclusive means small, poorly fitted or top-dose-only effect, or another doubt; inactive means no such curve, though single readings can be large; an effect the other way counts as inactive or inconclusive.
# Results follow in this order: GLS inhibitor, G9a inh, RGS4 inh, BAZ2B block, 12-LOX inh, PI4K2A inh, JMJD2A Tudor, HP1b chromo inh, ERG-DNA inh
1. C[C@]12CCC3C(CC[C@H]4[C@@H](O)[C@H](O)CC[C@]34C)C1CCC2=O (some centres undefined)
→ -6%, x, -15%, x, 8%, 10, -8%, 35%, -4%
2. CCC(=O)c1cn(Cc2ccc(C#N)cc2)c2ccccc12
→ -1%, 29%[12.7 µM], -2%, 1%, 68%[activator], 1, 1%, 27%, 4%
3. CN1CCN(Cc2cn3cccnc3n2)CC1
→ 1%, -9%, 12%, 0%, 15%, 0, -20%, -24%, -10%
4. CC(=O)c1cn(Cc2ccccc2F)c2ccccc12
→ -2%, x, 27%, 8%, -29%, -12, -5%, 19%, 8%
5. O=C(c1ccc2c(=O)n(Cc3ccc4c(c3)OCO4)c(=S)[nH]c2c1)N1CCC2(CC1)OCCO2
→ u, 1%[59 µM], -9%, -8%, 19%, 7, -11%, 25%, 6%
6. O=C(c1ccc(Cl)cc1)C1CCCN(Cc2ccc3c(c2)OCCO3)C1 (centres undefined)
→ -1%, -1%, -10%, u, -21%, 1, -16%, 9%, -2%
7. Cc1ccc2c(c1)C1CN(C)CCC1N2C(=O)COc1ccc(S(=O)(=O)N2CCOCC2)cc1 (centres undefined)
→ 4%, u, 3%, -2%, 1%[57.4 µM], 0, -17%, 14%, x
8. COC(=O)C1=C(c2ccccc2)C[C@@H]2CC[C@H]1N2C(=O)N1CCC(C)CC1
→ -3%, x, 0%, x, -6%, 2, -13%, 50%[activator], -2%
9. CN(C)c1ccc(NC(=O)CN2C3CCCC2CC(NC(=O)c2ccccc2)C3)cc1 (centres undefined)
→ 0%, 50µM*, -9%, 71µM*, -9%, 0, -29%, u, 5%
10. Cc1cc(C)c(C(=O)N2CCC3(CC2)OCCO3)c(C)c1
→ 4%, x, -23%, 5%, 0%, 2, -1%, 24%, -4%

# Entries by screen from the list:
# Compounds 1 to 10 in RGS4 inh read -15%, -2%, 12%, 27%, -9%, -10%, 3%, 0%, -9%, -23%
# Compounds 1 to 10 in 12-LOX inh read 8%, 68%[activator], 15%, -29%, 19%, -21%, 1%[57.4 µM], -6%, -9%, 0%

# (continued)
# Results follow in this order: GLS inhibitor, G9a inh, RGS4 inh, BAZ2B block, 12-LOX inh, PI4K2A inh, JMJD2A Tudor, HP1b chromo inh, ERG-DNA inh
11. COC(=O)C1=C(c2ccc(OC)c(OC)c2)C[C@@H]2CC[C@H]1N2C(=O)NCCOc1ccc(OC)cc1
→ 2%, 9%[0.501 µM], -10%, -3%, -19%, 0, -10%, 36%, -8%
12. O=C(c1ccccc1F)N1CCC2(CC1)OCCO2
→ -3%, 9%[2.33 µM], -10%[56.9 µM], -2%, 0%, 5, -4%, 96%[activator], 1%
13. N#CC1(c2ccccc2)CCN(C2CC(=O)N(c3cccc(F)c3)C2=O)CC1 (centres undefined)
→ 4%, u, 36%, 4%, -4%, -2, -17%, 33%, -6%
14. C[N+]1(C)C2CC[C@H]1CC(OC(=O)C(CO)c1ccccc1)C2 (some centres undefined)
→ -9%, 1%[59 µM], -3%, -4%, -8%, -6, -4%, 40%[activator], -3%
15. CCOC(=O)c1c(C)n(Cc2ccc3c(c2)OCO3)c2ccc(O)cc12
→ x, u, 0%, u, u, -3, -15%, -13%, -6%
16. CCCCC(=O)N/N=C/c1c(O)n(CCC2=CCCCC2)c(=O)[nH]c1=O
→ 8%, -31%, 7%, 79µM*, 106%[activator], -1, u, 47%[activator], -6%
17. CSc1ccc(C(c2c(O)c3ccccc3oc2=O)c2c(C)n(C)n(-c3ccccc3)c2=O)cc1 (centres undefined)
→ -7%&-10%, -19%&-45%[59 µM], 0%&25%, -38%&-19%, -11%&-21%, -7&4, -31%&-31%, 52%&24%, 3%&-14%
18. CC(C)NCC(O)c1ccc(C2CCCC2)cc1 (centres undefined)
→ 7%, 2%[59 µM], -4%, 4%, -18%, 1, -15%, 4%, -9%
19. CCOc1cccc(CNC2CN3CCC2CC3)c1 (centres undefined)
→ -4%, u, 16%, 1%, -1%, 3, -7%, 26%, 2%
20. Clc1cccc(Cl)c1CN1CCN(c2ccccc2)CC1
→ 19%, 25µM*, 6%, 35µM*, u, -4, 3.2µM*, u, x

# Record cards (already shown). Order of values: GLS inhibitor	G9a inh	RGS4 inh	BAZ2B block	12-LOX inh	PI4K2A inh	JMJD2A Tudor	HP1b chromo inh	ERG-DNA inh
# `CCCCC(=O)N/N=C/c1c(O)n(CCC2=CCCCC2)c(=O)[nH]c1=O` reads 8%	-31%	7%	79µM*	106%[activator]	-1	u	47%[activator]	-6%
# `Clc1cccc(Cl)c1CN1CCN(c2ccccc2)CC1` reads 19%	25µM*	6%	35µM*	u	-4	3.2µM*	u	x
# `C[N+]1(C)C2CC[C@H]1CC(OC(=O)C(CO)c1ccccc1)C2` (some centres undefined) reads -9%	1%[59 µM]	-3%	-4%	-8%	-6	-4%	40%[activator]	-3%
# `CC(C)NCC(O)c1ccc(C2CCCC2)cc1` (centres undefined) reads 7%	2%[59 µM]	-4%	4%	-18%	1	-15%	4%	-9%

# Remaining list, next part:
# Results follow in this order: GLS inhibitor, G9a inh, RGS4 inh, BAZ2B block, 12-LOX inh, PI4K2A inh, JMJD2A Tudor, HP1b chromo inh, ERG-DNA inh
21. COc1ccc(N/N=C/c2c(O)n(-c3ccc(C)c(C)c3)c(=O)[nH]c2=O)cc1
→ 27%, 1µM*, u, -36%, u, -11, 35µM*, -14%, 5%
22. Cc1sc(-n2c(C)cc(C=C3C(=O)NC(=O)NC3=O)c2C)c(C#N)c1C
→ 4%, -24%[59 µM], -11%, -25%, u, -11, -35%, 19%, 21%
23. O=C(c1cc2cc3ccc(Cl)cc3nc2o1)N1CCC2(CC1)OCCO2
→ -8%, -30%[0.0925 µM], -38%, 8%, 0%, 4, 8%, 50%[activator], 12%
24. CC1CCCCC1NC1CCN(C)CC1 (centres undefined)
→ 1%, x, 3%, 6%, 17%, -2, -9%, 22%, -7%
25. Cc1ccc(C(C)C)c(OCC(=O)N2CCN(Cc3nc4cc([N+](=O)[O-])ccc4n3C)CC2)c1
→ -8%, -7%[59 µM], -18%, u, 2%, 0, -8%, 41%[activator], -11%
26. CCCC(C)CC1(CCO)C(=O)NC(=S)NC1=O (centres undefined)
→ 6%, x, 13%, x, u, -3, -7%, 6%[57 µM], 0%
27. C[C@@H]1C[C@@H]2O[C@H]2/C=C\C=C\C(=O)Cc2c(Cl)c(O)cc(O)c2C(=O)O1
→ 8%, u, -5%, -25%, 4%, -9, -26%, 35%, -2%
28. CCC(=O)O[C@@H]1[C@@H](OC(C)=O)[C@@]2(O)C(C[C@H](O)C2(C)C)[C@](C)(O)[C@H]2CC[C@@H]3[C@@H](O)[C@]12C[C@@]3(C)O (some centres undefined)
→ -2%, 15%, -13%, 5%, 3%, 0, 3%, 42%[activator], 2%
29. Nc1cc(Cl)cc(C(=O)O)c1Cl
→ 0%, -30%[0.501 µM], 4%, -33%, -11%, 2, -12%, 44%[activator], 26%
30. O=C1CCCN1c1ccc(S(=O)(=O)O)cc1 (tested in a mixture with another compound)
→ 4%, -15%[59 µM], -9%, -5%, u, 0, -13%, 15%, -8%

# The listing continues:
entry	Compound	GLS inhibitor	G9a inh	RGS4 inh	BAZ2B block	12-LOX inh	PI4K2A inh	JMJD2A Tudor	HP1b chromo inh	ERG-DNA inh
31	C1=CC(Cc2cncs2)c2ccccc21 (centres undefined)	2%	-11%[0.501 µM]	-12%	-5%	0%	1	-11%	32%	-5%
32	C=CCn1c(O)c(C(C)=Nc2ccc3c(c2)CCC3)c(=O)[nH]c1=O	-3%	-15%	2%	-16%	u	3	-8%	5%	5%
33	CCOC(=O)N1CCN(c2ccc(Cl)c(Cl)c2)CC1	-4%	9%[59 µM]	-12%	11%	u	1	13%	61%[activator]	-10%
34	NCCc1cc(O)c(O)cc1O	10µM*!	-143%[2.33 µM]	u	x	u	u	10µM*	28µM*	u
35	CC12CN3CN(C1)CC(C)(C3)C2=NO	6%	7%[59 µM]	16%	9%	3%	0	-7%	22%	-9%
36	Cc1ccc(C)c(NC(=O)c2cc[n+](C)cc2)c1	3%	32µM*	13%	-25%	15%	3	-27%	32%	-2%
37	O=c1[nH]c(=O)n(C2CCCCC2)c(O)c1/C=N/N1CCCCC1c1cccnc1 (centres undefined)	35%[activator]	1%	-16%[11.4 µM]	-1%	-1%	2	-1%[11.4 µM]	46%[activator]	4%
38	CC1=NOC2(C)Nc3ncnn3C(c3ccccc3)C12 (centres undefined)	-4%	u	12%[11.4 µM]	u	4%	6	-2%[57.1 µM]	22%	-4%
39	Cc1cccc(Cn2cccc(C(=O)Nc3cc(C)on3)c2=O)c1	4%	2%[59 µM]	7%	2%	-9%	-1	-1%	12%	0%
40	CNCCc1c(C)n[nH]c1C	9%	u	3%	0%	2%	4	-9%	20%	0%
41	CCC(=O)c1ccc(OCC(=O)N2CCN(CC(=O)Nc3ccccc3C(F)(F)F)CC2)cc1	-6%	x	-13%	x	-17%	4	-12%	20%	-2%
42	O=C(N/N=C/c1c(O)n(-c2ccccc2)c(=O)[nH]c1=O)c1ccncc1	-15%	-2%[59 µM]	-13%	u	-7%	-2	u	46%	17%

# Only part of the results is shown; count on the stated rates, not on these rows.
